PP1 inh: PP1-alpha phosphatase inhibitors, primary screen, counter-screen for PP5 inhibitor project, biochemical, fluorescence, OMFP substrate, single point. purified PP1alpha. AID 2235, 2010. Serine/threonine-protein phosphatase PP1-alpha catalytic subunit (Homo sapiens), P62136. inhibition, % at 6.7 µM. 0.9% of 320,000 active;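 active = inhibition above the mean inhibition of all tested compounds plus 3 SD, computed separately for each screening campaign, cut at about 15% in these data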
Target sequence (P62136 whole entry, looked up): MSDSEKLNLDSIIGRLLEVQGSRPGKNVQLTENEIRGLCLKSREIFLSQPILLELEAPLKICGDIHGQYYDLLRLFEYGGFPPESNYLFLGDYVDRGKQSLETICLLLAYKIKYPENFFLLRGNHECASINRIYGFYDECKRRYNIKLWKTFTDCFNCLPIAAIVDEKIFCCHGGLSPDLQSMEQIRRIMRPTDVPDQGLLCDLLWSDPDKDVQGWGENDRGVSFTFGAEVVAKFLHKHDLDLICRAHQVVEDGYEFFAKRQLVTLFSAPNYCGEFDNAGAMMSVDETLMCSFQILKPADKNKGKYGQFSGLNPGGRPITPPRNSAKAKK
GASC-1 inh: inhibitors of GASC-1 histone demethylase, primary screen, biochemical, fluorescence, DELFIA europium; inhibition, % at 2.35 µM; GST-JMJD2C(1-420) H3K9me3 demethylation; 0.069% of 330,000 active; Lysine-specific demethylase 4C (Homo sapiens), Q9H3R0;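 active = more than half of a compound's replicate wells show inhibition beyond 50%, single wells judged on their own value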;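 also: signal counts dimethyl H3K9 product captured on neutravidin plate; 0% = median of DMSO wells and 100% = 0.3 times that DMSO median; strong numbers were not always called active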
Yeast superoxide: reduction of superoxide in aged yeast, primary screen, HTS | AID 2690, 2010 | 0.18% of 330,000 active | superoxide response (% of plate mean), % at 10 µM | S. cerevisiae aged cells, superoxide DHE fluorescence; active compounds read low;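 active = superoxide response under a set limit, about three screen SD below normal, cut at about 65% in these data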;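 also: yeast aged for seven days with compound at 30 °C before DHE staining; 100% = average MFI of all compound-treated wells on the plate with controls excluded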
HCV core dimer: inhibitors of HCV core protein dimerization, primary screen, biochemical, TR-FRET, high-throughput. AID 1899, 2009. inhibition, % at 5 µM. 0.33% of 300,000 active. TR-FRET GST/Flag-core106 dimerization, 1536-well;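 active = inhibition above the mean of all tested compounds plus 3 SD, set per screening campaign, cut at about 45% in these data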
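System – GST-tagged and Flag-tagged HCV core protein residues 1-106 · Repeats – one well for each compound · Technique – TR-FRET 671 and 617 nm emission · Doses – one concentration, 5 µM, in 0.5% DMSO · Times – 4 h, 22.5 °C incubation · Also added – Eu donor and XL665 acceptor anti-tag antibodies · Measure – percent inhibition of core106 dimerization signal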
CTSL1 counter: Fasciola hepatica cathepsin L1 inhibitors, primary screen, counter-screen for PFM18AAP inhibitor project, biochemical, QFRET, fluorogenic peptide substrate; recombinant F. hepatica cathepsin L1, Z-Leu-Arg-MCA fluorescence; inhibition, % at 5.96 µM; 0.49% of 300,000 active;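 active = inhibition above the mean of all tested compounds plus 3 SD, set per screening campaign, cut at about 17% in these data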;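 also: 0% = plate median of test compound wells and 100% = 1 µM Z-Phe-Ala-diazomethylketone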
ZTA counter: blocks Epstein-Barr virus ZTA, an EBNA-1 counter-screen; ZTA-DNA binding, fluorescence polarization; inhibition, % at 11 µM; 0.15% of 320,000 active; AID 2234; in the data active = inhibition above about 33%
Target sequence (P03206 whole entry, looked up): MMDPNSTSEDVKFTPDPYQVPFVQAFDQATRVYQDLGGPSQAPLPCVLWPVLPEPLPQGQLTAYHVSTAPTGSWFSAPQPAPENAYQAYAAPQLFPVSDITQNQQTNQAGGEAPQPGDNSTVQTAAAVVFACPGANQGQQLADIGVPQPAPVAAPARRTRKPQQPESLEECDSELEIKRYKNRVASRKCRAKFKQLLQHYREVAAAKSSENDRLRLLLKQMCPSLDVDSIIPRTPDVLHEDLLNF
TPT1 inh: Candida albicans TPT1 enzyme inhibitors, primary screen, biochemical, fluorescence polarization; tRNA 2'-phosphotransferase TPT1 (Candida albicans SC5314); recombinant caTPT1, FP RNA substrate dephosphorylation; inhibition, % at 5 µM; 0.81% of 300,000 active;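 active = inhibition above the mean of all tested compounds plus 3 SD, set per screening campaign, cut at about 24% in these data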;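 also: plate controls were DMSO alone for no effect and ferristatin control at 100 nM for full effect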
PP5 primary: PP5 phosphatase inhibitors, primary screen, biochemical, fluorescence | Serine/threonine-protein phosphatase 5 (Homo sapiens), P53041 | purified PP5c, OMFP substrate fluorescence | inhibition, % at 6.7 µM | 0.18% of 320,000 active | AID 1987, 2009;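 active = inhibition above the campaign's mean inhibition across all tested compounds plus 3 SD, cut at about 9.5% in these data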;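 also: 0% = DMSO only and 100% = 100 µM cantharidin control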
Target sequence (P53041 whole entry, looked up): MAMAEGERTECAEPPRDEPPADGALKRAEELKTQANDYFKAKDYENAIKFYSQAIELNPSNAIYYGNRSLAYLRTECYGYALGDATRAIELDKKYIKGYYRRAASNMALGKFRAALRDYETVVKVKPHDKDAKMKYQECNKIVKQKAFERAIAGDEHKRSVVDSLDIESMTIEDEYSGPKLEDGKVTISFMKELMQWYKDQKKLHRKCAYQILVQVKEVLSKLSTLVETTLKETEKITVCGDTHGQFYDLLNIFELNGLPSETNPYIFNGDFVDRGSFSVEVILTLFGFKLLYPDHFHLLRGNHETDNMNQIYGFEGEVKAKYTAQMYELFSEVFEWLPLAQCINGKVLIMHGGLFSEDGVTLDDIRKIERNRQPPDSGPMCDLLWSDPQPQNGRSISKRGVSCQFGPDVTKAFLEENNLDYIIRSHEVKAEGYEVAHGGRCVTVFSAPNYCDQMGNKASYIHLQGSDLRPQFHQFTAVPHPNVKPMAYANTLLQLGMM
EBNA-1 inhibitor: EBNA-1 DNA-binding inhibitors, primary screen, biochemical, fluorescence polarization; inhibition, % at 14.8 µM; 0.34% of 300,000 active; in the data active = inhibition above about 28%
The depositor's hits bear a star; i = inactive; · = not tested or not shown; & = joins results of further samples.

SMILES	PP1 inh	GASC-1 inh	Yeast superoxide	HCV core dimer	CTSL1 counter	ZTA counter	TPT1 inh	PP5 primary	EBNA-1 inhibitor
COc1ccccc1NC(=O)CCN1C(=O)C2C3CCC(C3)C2C1=O (stereo not drawn)	-3	-4	111	-1	1	-14	-2	1.7	-2
CCCc1ccccc1OCCNC(=O)c1cc(=O)n(C)c(=O)n1C	-3	16	111	1	-6	-12	-3	-1.8	-14
CCCC(=O)Nc1ccc(N2CCN(S(C)(=O)=O)CC2)cc1	-1	-1	80	3	-4	12	1	-0.9	2
COc1ccccc1Nc1cc(C(=O)NCCCN2CCOCC2)c2ccccc2n1	-2	-6	95	7	-3	-3	-2	2.5	-15
COC(=O)Cc1cc(=O)[nH]c(/N=C(\N)Nc2ccccc2C)n1	-2	-3	101	-3	3	-9	4	0.2	-6
C=CCN(C#N)c1nc(OC)nc(N2CCCC2)n1	1	8	103	-2	3	-1	1	0.8	-6
Cc1csc(C(=O)O)c1NC(=O)c1c(Cl)cccc1Cl	-2	-1	98	8	-2	8	0	-1.1	12
O=c1nc(C(F)(F)F)nc2ccccn12	0	5	92	0	0	-5	-2	0.1	8
Fc1ccc(NC(=S)N2CCCN(c3ccc(C(F)(F)F)cn3)CC2)c(F)c1	-10	-22	112	-4	-6	-7	2	4.8	-6
CCC(c1nnnn1Cc1ccco1)N(CCc1ccccc1)Cc1cc2cccc(C)c2[nH]c1=O (stereo not drawn)	8	20&-5	112	19	3	14	1	1.1	7
COc1ccc(NS(=O)(=O)c2ccc(C)c(C(=O)N(C)Cc3ccc(C)cc3)c2)cc1	-3	-12	101	0	4	-3	2	1.7	-7
CC(=O)c1ccc(NC(=O)CCC(=O)N2CC(C)Oc3ccc(C)cc32)cc1 (stereo not drawn)	1	1	82	-16	-1	7	0	4.7	-14
O=C1NCCN(C(=O)CCc2nnc(-c3ccsc3)o2)C1c1ccc(F)cc1 (stereo not drawn)	-4	6	111	-2	1	6	-2	-3.5	-1
Cc1ccc(-c2nc3cnccn3c2Nc2ccccc2)o1	0	-2	96	-8	5	12	0	1.0	-3
CCc1cccc(CC)c1NC(=S)Nc1ccccc1	-4	3	93	-14	-3	-11	3	6.4	7
CC(=O)NCC(=O)N(c1ccccc1)C1(C(=O)NC2CCCCC2)CCCCC1	-4	17	109	5	0	-9	-7	1.3	-1
O=C(Nc1nccs1)c1ccc(-c2ccccc2[N+](=O)[O-])o1	0	-10	103	28	4	-3	2	0.4	2
COC(=O)C(C)Oc1ccc(-c2nccc(-c3cccs3)n2)cc1 (stereo not drawn)	-2	6	115	9	2	-9	0	3.3	10
Cc1cccc2cc(CN(Cc3ccc(F)cc3)C(=O)N3CCOCC3)c3nnnn3c12	-2	-7	100	4	-1	17	0	-0.7	16
Cc1ccc(NC(=O)c2ccc(C)cc2)cc1	3	2	86	8	4	7	0	0.8	14
C[C@@H](CSc1ccccc1)CN1CC[C@H](NC(=O)OCc2ccccc2)CCC1=O	4	0	110	-4	2	3	4	1.2	-19
CCC(C)N(C(=O)c1csnn1)C(C(=O)NC1CCCC1)c1c(F)cccc1Cl (stereo not drawn)	0	-1	93	-1	-3	17	1	1.7	-1
O=C(O)CN1C(=O)c2ccc(C(=O)c3ccccc3)cc2C1=O	-4	6	103	-1	-2	17	-1	-1.5	18
Cc1cc(S(=O)(=O)NCCCn2ccnc2)c(C)cc1Cl	0	4	104	-2	0	-2	-2	-0.1	-4
COc1ccc(CCn2c(=O)[nH]c3cc(C(=O)NCCN4CCOCC4)ccc3c2=O)cc1OC	-4	3	100	1	2	-6	-4	0.0	0
O=c1cc(CN2CCOCC2)c2cc(Cl)ccc2o1	-3	-3	101	-2	5	3	0	2.3	-6
COc1ccc(Br)cc1Cn1nnc(C(=O)Nc2ccc3c(c2)OCCO3)c1N	0	-7	111	10	3	-1	-5	2.4	4
O=C(COC(=O)c1ccc(F)cc1)NCCc1ccc(F)cc1	0	4	136	-6	2	-9	-2	0.7	14
COc1ccccc1C(=O)NCCN1CCN(C(=O)c2ccccc2OC)CC1	1	5	110	-9	-2	-20	-4	0.6	-8
CCCCCCn1cc(C(=O)O)c(=O)c2ccccc21	9	6	98	-2	-2	-9	-9	5.2	4
Clc1ccc2nc(-c3ccccc3)cn2c1	2	3	90	9	4	0	2	-0.1	6
COc1ccc(-c2csc(NC(=O)CN3C(=O)C4CCCCC4C3=O)n2)c(OC)c1 (stereo not drawn)	0	-5	101	1	1	-4	-1	1.3	-16
CC(C)(CCl)C(=O)Nc1ccc(C(F)(F)F)cc1	-3	-2	97	4	-1	4	-3	0.9	5
Cc1cc(OCc2n[nH]c(=S)n2-c2ccccc2)ccc1Cl	1	i	114	1	3	-10	-3	2.4	-9
CN1CCN(S(=O)(=O)c2cccc(C(=O)Nc3sccc3C(N)=O)c2)CC1	2	-17	88	·	·	8	·	3.1	·
O=S(=O)(c1ccc(SCc2ccccc2F)nc1)N1CCCC1	2	-1	85	·	·	-2	·	0.2	·
Fc1ccccc1NC(=S)Nc1ccc(Br)cc1	0	-5	97	-2	0	10	-1	3.1	2
O=C(N/N=C/c1ccccc1O)C1CC(=O)N(c2ccc(Cl)cc2)C1 (stereo not drawn)	3	-8	96	-5	3	-7	-1	2.2	-18
CCCN(CC(=O)Nc1ccccc1OC)C(=O)c1cc2ccccc2o1	-1	0	85	7	0	-13	3	-2.3	2
CCN(CC)CCn1c2c(c(SCC(=O)Nc3cccc4ccccc34)nc1=O)CCC2	-5	-13	99	1	8	-8	3	-3.2	-5
COc1ccc(OC)c(NC(=O)COC(=O)CCCN2C(=O)c3ccccc3C2=O)c1	0	3	73	-10	-6	-8	-1	-8.1	0
Cc1cc(C)c(C(=O)Cn2nc(C)c([N+](=O)[O-])c2C)cc1C	1	-16	104	-7	6	-17	1	1.4	7
CC1CCN(C(=O)c2cc3ccccc3c(=O)o2)CC1	0	1	97	-8	-1	-15	-1	-0.5	0
CC1CCN(C(=O)CSCC(=O)O)CC1	-1	-3	103	1	-3	11	-2	-0.8	0
COc1ccc2cc(CCNC(=O)C(C)C)c(=O)[nH]c2c1	-3	-11	103	4	1	10	2	-0.4	4
COc1ccc(Cc2nnc(NC(=O)Nc3ccccc3F)s2)cc1	10	-11	112	9	-1	7	-2	-0.8	-4
CC(=O)c1ccc(NC(=O)C(C)OC(=O)c2ccc(NS(=O)(=O)c3ccc(F)c(F)c3)cc2)cc1 (stereo not drawn)	1	-1	108	8	-14	-10	-1	1.1	-3
CCO[C@H]1OC(C(=O)N2CCN(Cc3ccc4c(c3)OCO4)CC2)=C[C@@H](C(C)(C)C)[C@@H]1CCCO	0	0	103	2	2	21	-2	-2.0	-1
CC(C)Cc1cc(C(=O)Nc2ccc(Br)cc2)no1	-3	2	101	5	-1	7	4	1.3	5
CCOc1nc(Nc2cc(Cl)ccc2OC)nc(OCC)n1	-1	11	106	3	0	-8	0	1.3	4
Nc1ccn(CC(=O)N[C@H](CO)Cc2c[nH]c3ccccc23)c(=O)n1	0	4	105	·	·	-12	·	2.7	·
Cc1ccc(S(=O)(=O)c2c(C)cc(C)[nH]c2=O)c(C)c1	-5	-15	88	3	-1	-3	-1	0.7	-6
CC(=O)Nc1ccc(S(=O)(=O)N(Cc2ccccc2)c2ccccc2F)cc1	4	-5	96	4	0	-4	-2	2.6	-1
CCCN1CCc2c(sc(NC(=O)c3ccc(S(=O)(=O)N(C)c4ccccc4)cc3)c2C(N)=O)C1	1	-8	114	0	1	-3	107*	6.4	14
Cc1cc2c(c(=O)o1)C(c1ccc([N+](=O)[O-])o1)C(C#N)=C(N)O2 (stereo not drawn)	-3	1	107	0	1	5	-15	1.3	3
O=C1NC2=C(C(=O)CCC2)C(c2ccc(OC(F)F)cc2)N1 (stereo not drawn)	-2	-17	113	-17	5	3	-4	0.5	7
O=C1C2CCCCN2C(=O)N1CCCCN1CCN(c2ccc(F)cc2)CC1 (stereo not drawn)	-6	-10	103	4	-2	-11	0	1.7	-3
COc1ccc(C(=O)NNC(=O)C2CC=CCC2)cc1 (stereo not drawn)	1	-4	96	-2	3	6	-4	-0.8	11
Cc1ccc(NCCC(=O)c2cccs2)cc1Cl	2	7	112	2	-1	4	-1	4.6	-1
CC(C)CCN1CCN(Cc2ccc(Sc3nncn3C)o2)CC1CCO (stereo not drawn)	0	-5	105	3	-2	-25	0	3.5	1

The list goes on:
SMILES	PP1 inh	GASC-1 inh	Yeast superoxide	HCV core dimer	CTSL1 counter	ZTA counter	TPT1 inh	PP5 primary	EBNA-1 inhibitor
CC(C)c1ccc(NC2=CC(=O)CC(C)(C)C2)cc1	-2	-5	99	0	3	-8	-1	1.7	-3
Cc1cc(NC(=O)CCC(=O)N(c2ccc(F)cc2)C(C(=O)NC2CCCC2)c2cccnc2)no1 (stereo not drawn)	-1	-15	101	5	-2	17	-1	-1.2	5
C=C1CCN([C@@H](CC(C)C)C(=O)NN2CCOCC2)S(=O)(=O)c2ccccc21	-3	4	97	-12	-6	-2	0	-2.9	6
O=C(O)c1cccc(CN2C(=O)S/C(=C/c3cccc([N+](=O)[O-])c3)C2=O)c1	1	-3	84	3	1	1	1	-0.3	-12
Nc1c(C(=O)NCc2ccc3c(c2)OCO3)nnn1CC(=O)Nc1ccc(Br)cc1	6	8	105	-3	-3	0	0	3.2	-7
CCc1cc2c(C)cc(=O)oc2cc1OC(=O)C1CCCN1C(=O)OC(C)(C)C (stereo not drawn)	-3	-5	100	4	1	-17	-3	5.1	5
Cc1oc2nc(SCCCC(=O)NCCO)nc(N)c2c1C	7	7	111	1	-3	8	-3	-1.9	3
OC(COc1ccc(OCc2ccccc2)cc1)CN1CCOCC1 (stereo not drawn)	-8	2	96	3	-7	3	-1	1.9	-6
COc1ccc(N2C(=O)[C@@H]3[C@H](C2=O)[C@H]2C=CC=NN2[C@@H]3C(=O)Nc2ccc(Cl)cc2)cc1	0	2	92	22	-2	2	5	-4.0	0
Cc1cccc2sc(NNC(=O)c3cc(=O)c4ccccc4o3)nc12	4	35	94	7	3	2	13	1.0	-2
CCOc1cc(/C=C2/NC(=O)N(CC(=O)Nc3cccc(C)c3)C2=O)ccc1OCC(N)=O	0	2	114	-3	4	-2	-5	6.0	-16
Clc1cccc(-c2nnc(-c3ccno3)o2)c1	-3	0	119	0	-4	-5	0	1.6	5

Three entries already listed, ordered by length of the SMILES, descending.
SMILES	PP1 inh	GASC-1 inh	Yeast superoxide	HCV core dimer	CTSL1 counter	ZTA counter	TPT1 inh	PP5 primary	EBNA-1 inhibitor
CCOc1cc(/C=C2/NC(=O)N(CC(=O)Nc3cccc(C)c3)C2=O)ccc1OCC(N)=O	0	2	114	-3	4	-2	-5	6.0	-16
Cc1cccc2sc(NNC(=O)c3cc(=O)c4ccccc4o3)nc12	4	35	94	7	3	2	13	1.0	-2
OC(COc1ccc(OCc2ccccc2)cc1)CN1CCOCC1 (stereo not drawn)	-8	2	96	3	-7	3	-1	1.9	-6

Compound activity from PubChem.
